Bioassay records: PubChem, NCI
yeast mlh1 rad18 = NCI yeast anticancer drug screen, S. cerevisiae mlh1 rad18 strain; % growth inhibition at 50 µM; 11% of 79,000 active; AID 175;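 also: 0% = growth of vehicle-only cultures of the same strain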
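In this whole-cell yeast screen, a strain with altered DNA damage repair is challenged with compound, and its growth is measured against matched vehicle-treated controls.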
rad50 = NCI yeast anticancer drug screen, S. cerevisiae rad50 strain; growth inhibition, % at 50 µM; 10% of 79,000 active; AID 155;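 also: 0% = growth of vehicle-only cultures of the same strain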
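A DNA repair-deficient yeast mutant serves as the test organism; compound-induced growth inhibition is calculated against vehicle-treated cells.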
yeast sgs1 mgt1 = NCI yeast anticancer drug screen, S. cerevisiae sgs1 mgt1 strain; AID 161; % growth inhibition at 50 µM; 10% of 78,000 active;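 also: 0% = growth of vehicle-only cultures of the same strain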
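Yeast cells carrying a defined DNA-repair defect were exposed to test compounds. Growth inhibition was measured relative to vehicle-treated controls.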
yeast bub3 = NCI yeast anticancer drug screen, S. cerevisiae bub3 mutant strain; % growth inhibition at 50 µM; 9.9% of 78,000 active;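 also: 0% = growth of vehicle-only cultures of the same strain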
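Steps: expose the mutant yeast strain to compound; grow alongside vehicle-treated cultures; measure growth; express inhibition against the vehicle cultures.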
yeast cln2 rad14 = NCI yeast anticancer drug screen, S. cerevisiae cln2 rad14 strain. % growth inhibition at 50 µM. 8.3% of 78,000 active;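 also: 0% = growth of vehicle-only cultures of the same strain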
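Yeast carrying cln2 and rad14 alterations (cell cycle control and DNA damage repair) were exposed to compounds. Growth inhibition was measured against vehicle-treated controls.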
yeast mec2-1 = NCI yeast anticancer drug screen, S. cerevisiae mec2-1 strain | 9% of 79,000 active | growth inhibition, % at 50 µM | AID 157;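 also: 0% = growth of vehicle-only cultures of the same strain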
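Compounds were applied to mec2-1 yeast cells. Their growth was then compared with that of vehicle-treated cultures to give growth inhibition.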
* = called active by the depositor; · = no result given; & = joins results of further samples; ! = repeats disagree. Rule as the data show it: active = growth inhibition above about 70%; inactive = the rest.

no.	Compound	yeast mlh1 rad18	rad50	yeast sgs1 mgt1
1	Cc1[nH]c(-c2ccccc2)cc1C(=O)O	3	7	-2
2	CCCC(=O)NC(Nc1ccc(S(=O)(=O)Nc2cc(C)on2)cc1)(C(=O)OCC)C(F)(F)F (configuration not stated)	-41	33	5
3	Nc1ccc(C(=O)Nc2ccc3c(O)cc(S(=O)(=O)O)cc3c2)cc1	9	23	3
4	O=S(=O)(O)CC(NCc1ccccc1)c1ccccc1 (configuration not stated)	-5	-29	-20
5	CCCC(=O)c1ccc(=O)n(C)c1	18	18	-4
6	Cc1ccc(S(=O)(=O)N2CCCCN(S(=O)(=O)c3ccc(C)cc3)COC2)cc1	39	5	32
7	Cn1c(-c2csc(-c3ccc(Cl)cc3)n2)n[nH]c1=S	-36	6	12
8	Cc1cc(N(CCC#N)CCC#N)ccc1/C(N=Nc1ccc(C(=O)O)cc1)=N\NC(=O)c1ccccc1	-74	7	-20
9	COc1ccc(-c2cc3cc(CCCOC4OC(COC5OCC(O)C(O)C5O)C(O)C(O)C4O)cc(OC)c3o2)cc1OC (configuration not stated)	23	31	35
10	COc1ccc([N+](=O)[O-])c2c(NCCC[N+](C)(C)[O-])c3ccccc3nc12	20	25	3
11	Nc1ccc2c(c1)C(=O)c1cc(N)c(Br)cc1-2	11	51	1
12	CSc1ccc(Cl)cc1NC(=O)N(C)C	8	23	12

no.	yeast bub3	yeast cln2 rad14	yeast mec2-1
1	0	-21	-14
2	-14	18	-19
3	-10	-6	6
4	14	-37	0
5	14	-2	10
6	4	7	17
7	6	8	13
8	-43	-2	-8
9	9	24	17
10	-19	-47	-13
11	12	17	5
12	-9	1	5

More records follow:
no.	Compound	yeast mlh1 rad18	rad50	yeast sgs1 mgt1
13	CCN(CC)CCOC(=O)c1ccc(NC(=O)OCCOC(=O)Nc2ccc(C(=O)OCCN(CC)CC)cc2)cc1	9	-2	-1
14	Cc1ccc(S(=O)(=O)SC/C=C\CSS(=O)(=O)c2ccc(C)cc2)cc1	96*!	75*	77*
15	Nc1[nH]c(=S)[nH]c(=O)c1N=O	4	-3	-6
16	COC(=O)CC(NC(=O)OCc1ccccc1)C(=O)NCC(=O)NCC(=O)O (configuration not stated)	2	16	-6
17	CCOC(=O)C1=C(c2ccccc2)C12N(Cc1ccccc1)C(=O)C2(c1ccccc1)c1ccccc1 (configuration not stated)	-57	-1	4
18	CCOc1ccccc1/C=C1\NC(=O)NC1=O	-7	-39	-35
19	CC(=O)OCC1OC(n2c(C)c(N=Nc3ccc(Cl)cc3)c(C)c(C#N)c2=S)C(OC(C)=O)C(OC(C)=O)C1OC(C)=O (configuration not stated)	19	5	25
20	C[Si](C)(C)/N=C(/O[Si](C)(C)C)C(F)(F)F	7	5	-12
21	CCCOc1cc2c(cc1C(C)c1ccc(OC)cc1)OCO2 (configuration not stated)	-53	10	16
22	CC[n+]1ccc2c(C)c3[nH]c4ccc(O)cc4c3c(C)c2c1	65	81*	9
23	O=C1C(SCCO)=C(SCCO)C(=O)c2ccccc21	94*	87*	67
24	CCNC(=O)OCCN(CCOC(=O)NCC)CCc1ccccc1	6	9	16

no.	yeast bub3	yeast cln2 rad14	yeast mec2-1
13	-9	-1	-7
14	96*!	89*!	97*!
15	-4	-15	-3
16	-5	14	13
17	6	4	0
18	3	-15	-35
19	8	12	-1
20	-29	2	-6
21	-14	-2	-4
22	5	9	60
23	89*	18	58
24	-17	-8	9

Other compounds follow:
no.	Compound	yeast mlh1 rad18	rad50	yeast sgs1 mgt1
25	c1ccc(CCc2ccncc2)nc1	18	-4	-18
26	CCOC(=O)C1CCCC1S(=O)(=O)c1ccc(C)cc1 (configuration not stated)	-4	-20	-27
27	O=c1[nH]c2cc([N+](=O)[O-])ccc2nc1/C=C(\O)c1ccc(Cl)cc1	-37	-23	-20
28	O=C1c2ccc3c([nH]c4ccccc43)c2C(=O)N1c1ccccc1	7	20	22
29	c1ccc(-c2cc(-c3cc(-c4ccccn4)[nH]n3)n[nH]2)nc1	20	17	24
30	CCC1=CC2CC(C(=O)OC)C1(N(C)C)C2=O (configuration not stated)	2	-1	15
31	O=C(OC(c1ccc(Cl)cc1)c1ccc(Cl)cc1)C(c1ccc(Cl)cc1)c1ccc(Cl)cc1	31	16	15
32	CNCCCCCCNc1cc(OC)cc2cccnc12	59	45	56
33	CCSC(N)=Nc1ccccc1 (tested in a mixture with another compound)	18	13	22
34	CCCCCC#CC(=O)OC	3	-15	-17
35	Cc1cc2c(C)n(Cc3ccc(Cl)cc3Cl)nc2c(C(=O)O)c1C	39	46	47
36	C=CCNC(=S)N1CCN(C(=S)NCC=C)CC1	-14	-7	4

no.	yeast bub3	yeast cln2 rad14	yeast mec2-1
25	-7	3	-31
26	2	22	-15
27	-12	-9	-23
28	13	12	-2
29	3	9	1
30	-32	-35	-6
31	-3	-14	10
32	23	7	19
33	12	13	10
34	-2	10	1
35	35	66	16
36	11	-13	-16

Next part.
no.	Compound	yeast mlh1 rad18	rad50	yeast sgs1 mgt1
37	O=C(O)C1CCCCC1C(=O)Nc1cccc2ccccc12 (configuration not stated)	-40	7	-4
38	COC(C)(c1ccccc1)c1ccc(-c2ccccc2)cc1 (configuration not stated)	7	-8	6
39	CN(C)C1CCC(/C=C(\C#N)C2CCC([N+](=O)[O-])CC2)CC1 (configuration not stated)	0	-1	-12
40	CC1(C)OCC2OC(O)C(OS(=O)(=O)c3ccc([N+](=O)[O-])cc3)C2O1 (configuration not stated)	-30	-6	0
41	C[NH-].C[NH-].C[NH-].C[NH-].O=C(O)c1cc(C(=O)O)c(C(=O)O)cc1C(=O)O.[Pt+2].[Pt+2]	13	-6	-2
42	CCCCC1=C(C)C/C(=N/Nc2ccc([N+](=O)[O-])cc2[N+](=O)[O-])C(C)C1CCCC (configuration not stated)	22	4	-14
43	C=CCCCC1CCCNC1=S (configuration not stated)	21	8	20
44	Cc1cc(S(=O)(=O)c2ccc(Cl)cc2)nc(S(=O)(=O)c2ccc(Cl)cc2)c1C#N	80*	82*	85*
45	O=c1cc(-c2ccccc2)[nH]c2cc(F)c(F)cc12	-19	-12	-60
46	CC(=O)C(C(C)=O)c1ccccc1	-6	-5	3
47	C/C(Cl)=N\OC(=O)Nc1ccc(C)cc1	60	56	75*
48	O=C(Nc1ccccc1)C1CCCCC1CO (configuration not stated)	32&6	7&19	22&10

no.	yeast bub3	yeast cln2 rad14	yeast mec2-1
37	24	-8	-3
38	24	-15	-32
39	2	-16	2
40	-11	-33	-3
41	1	-36	-3
42	3	8	3
43	29	13	6
44	80*	85*	87*
45	0	15	-6
46	4	·	3
47	74*	54	80*
48	-6&3	7&7	17&6

Compounds listed so far with four or more nitrogen atoms:
no.	Compound	yeast mlh1 rad18	rad50	yeast sgs1 mgt1
2	CCCC(=O)NC(Nc1ccc(S(=O)(=O)Nc2cc(C)on2)cc1)(C(=O)OCC)C(F)(F)F (configuration not stated)	-41	33	5
7	Cn1c(-c2csc(-c3ccc(Cl)cc3)n2)n[nH]c1=S	-36	6	12
8	Cc1cc(N(CCC#N)CCC#N)ccc1/C(N=Nc1ccc(C(=O)O)cc1)=N\NC(=O)c1ccccc1	-74	7	-20
10	COc1ccc([N+](=O)[O-])c2c(NCCC[N+](C)(C)[O-])c3ccccc3nc12	20	25	3
13	CCN(CC)CCOC(=O)c1ccc(NC(=O)OCCOC(=O)Nc2ccc(C(=O)OCCN(CC)CC)cc2)cc1	9	-2	-1
15	Nc1[nH]c(=S)[nH]c(=O)c1N=O	4	-3	-6
19	CC(=O)OCC1OC(n2c(C)c(N=Nc3ccc(Cl)cc3)c(C)c(C#N)c2=S)C(OC(C)=O)C(OC(C)=O)C1OC(C)=O (configuration not stated)	19	5	25
29	c1ccc(-c2cc(-c3cc(-c4ccccn4)[nH]n3)n[nH]2)nc1	20	17	24
36	C=CCNC(=S)N1CCN(C(=S)NCC=C)CC1	-14	-7	4
41	C[NH-].C[NH-].C[NH-].C[NH-].O=C(O)c1cc(C(=O)O)c(C(=O)O)cc1C(=O)O.[Pt+2].[Pt+2]	13	-6	-2
42	CCCCC1=C(C)C/C(=N/Nc2ccc([N+](=O)[O-])cc2[N+](=O)[O-])C(C)C1CCCC (configuration not stated)	22	4	-14

no.	yeast bub3	yeast cln2 rad14	yeast mec2-1
2	-14	18	-19
7	6	8	13
8	-43	-2	-8
10	-19	-47	-13
13	-9	-1	-7
15	-4	-15	-3
19	8	12	-1
29	3	9	1
36	11	-13	-16
41	1	-36	-3
42	3	8	3

Remaining list, next part:
no.	Compound	yeast mlh1 rad18	rad50	yeast sgs1 mgt1
49	CCCC1OC(c2ccc(OC)cc2)OCC1CC (configuration not stated)	-1	3	0
50	CC(C)CC(NS(=O)(=O)Cc1ccccc1)C(=O)NN (configuration not stated)	-22	-27	-4
51	Cc1ccccc1C(c1ccccc1C)c1ccccc1C	-20	-11	-11
52	Cc1cccc(/C=C/C(=O)C(C)CN(C)C)c1 (configuration not stated)	40	41	63
53	Cc1ccccc1OCC1COCN(C(C)(C)CO)CO1 (configuration not stated)	17	-11	-6
54	O=[N+]([O-])c1ccc(CN2CCN(c3nccs3)CC2)cc1	66	77*	78*
55	Fc1ccc(NC(=S)SCc2ccc(Cl)c(Cl)c2)cc1F	91*	90*	90*
56	CC1C(=O)OC2CC[N+]3(C(=O)C(F)(F)F)CC4OC4(COC(=O)C(C)(O)C1(C)O)C23 (configuration not stated)	-9	-13	-13
57	CCCCNC(=S)SSSSC(=S)NCCCC	-8	-8	-6
58	NC(CCCCCP(=O)(c1ccccc1)C1C=CC=CC1)C(=O)O (configuration not stated)	-56	-36	-24
59	CC(=O)NC(Cc1cccc2ccccc12)C(=O)O (configuration not stated)	-6	1	0
60	O=CNC1c2ccccc2CCc2ccccc21	-6	-1	-11

no.	yeast bub3	yeast cln2 rad14	yeast mec2-1
49	31	-16	1
50	8	11	-14
51	1	-16	1
52	29	30	16
53	-14	8	-4
54	67	35	51
55	91*	90*	93*
56	1	2	-32
57	9	-54	-14
58	-1	-5	-41
59	3	-2	-6
60	-23	-2	-13

New compounds follow.
no.	Compound	yeast mlh1 rad18	rad50	yeast sgs1 mgt1
61	O=CNc1ccc2c(c1)C(=O)c1ccccc1-2	69	94*	19
62	CN(C)c1ccc(/C(=N\O)c2cc[n+](C)cc2)cc1	1	-29	-13
63	C[C@H](OCc1ccccc1)C(=O)N1CCS(=O)(=O)N2CCC[C@H]2C1=O	-6	-6	-6
64	N#CC(C(=O)/C(=N/NC(=O)c1ccccc1O)C(C#N)c1ccc(Br)cc1)c1ccc(Br)cc1 (configuration not stated)	-5	-29	-35
65	C=C(CCCCOCOCCOC)[Si](C)(C)C	7	-4	2
66	Cc1cccc(N2C(=O)c3ccccc3C2(c2ccccc2)N2CCCCC2)c1 (configuration not stated)	59	65	74*
67	O=[N+]([O-])c1cc(COc2ccc(Cl)c(Cl)c2)ccc1Cl	36	2	38
68	O=C(O)C(c1ccccc1)c1ccc(-c2ccccc2)cc1 (configuration not stated)	91*	97*	98*
69	CN(C)C(=O)C(c1ccccc1)P(=O)(c1ccccc1)c1ccccc1 (configuration not stated)	-5	-8	-1
70	CC(=O)Oc1ccc(/C=C/C(=O)O)cc1OC(C)=O	19	13	5
71	CC(C)=C(Cl)c1c(C)cc(C)c(CC(N)=O)c1C	10	-14	-8
72	O=C(Cc1ccccc1)Nc1ccc([N+](=O)[O-])cc1Cl	38	5	23

no.	yeast bub3	yeast cln2 rad14	yeast mec2-1
61	63	27	38
62	-1	-34	-23
63	-11	29	-17
64	-18	0	-15
65	-6	-10	4
66	50	75*	28
67	46	-1	30
68	79*	97*	96*
69	-21	-27	-12
70	20	9	11
71	-10	-27	-4
72	6	2	16

(continued)
no.	Compound	yeast mlh1 rad18	rad50	yeast sgs1 mgt1
73	CCC1(CCCCCBr)OCCO1	8	14	20
74	O=C(N=Nc1cccc(Cl)c1)NNc1cccc(Cl)c1	85*	86*	83*
75	CC(=O)c1c2c(cc3c1CC1(Cc4cc5c(cc4C1=O)CCC5)C3)CCC2 (configuration not stated)	-13	-4	-38
76	O=C(CSSCC(=O)Nc1ccccc1)Nc1ccccc1	22	30	55

no.	yeast bub3	yeast cln2 rad14	yeast mec2-1
73	15	10	13
74	86*	84*	91*
75	13	9	-35
76	23	48	18

The order is random, and some 14% of all compounds hit somewhere here.
